HDAC3 inh = inhibitors of human histone deacetylase 3; AID 2718; 320,000 tested, 0.15% active; recombinant HDAC3, fluorogenic peptide/trypsin coupled, fluorescence; inhibition, % at 8.3 µM; O15379; in the data active means inhibition above about 26%, passing the limit was not always enough; inconclusive means no clear call, values can overlap the other calls
SKKanGAS inh = inhibitors of SKKanGAS S. pyogenes growth in kanamycin (SK-promoter or general growth effect) | 300,000 tested, 1.3% active | BacTiter-Glo, 6 h | inhibition, % at 7.5 µM;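 active means mean replicate score, as percent of positive control median, at least 50; inconclusive means mean below 50 but one replicate at or above 50; inactive means mean and every replicate below 50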;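 further: strain carries kanamycin resistance gene driven by streptokinase promoter and grows in 40 µg/ml kanamycin; loss of luminescence reflects streptokinase promoter inhibition or plain growth inhibition; 0% = median of DMSO wells and 100% = positive control at its reference dose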
RGS4 block = human RGS4 inhibition. B-score at 10 µM. 310,000 tested, 0.45% active. HEK293 M3R/RGS4 inducible, Fluo-4 calcium flux; hits give high values; triggered by carbachol at its EC20. P49798. AID 463165;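 active means B-score, a plate-corrected calcium signal, over three deviations above library mean, with baseline fluorescence within five deviations of library mean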;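 further: RGS4 expression induced by doxycycline in cells with stable M3 receptor; B-score is computed from the integrated fluorescence ratio over baseline after carbachol; higher B-score means a larger calcium signal and so more RGS4 inhibition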
RGS4 pot = RGS4 potentiation or activation | HEK293 M3R/inducible RGS4, carbachol calcium flux Fluo4; hits give low values | B-score at 10 µM | 310,000 tested, 0.92% active;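 active means B-score of the integrated calcium signal more than 4 SD below the library mean, with starting fluorescence not abnormally high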;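 further: negative B-score means reduced calcium response which marks RGS4 activation or potentiation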
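Test system: HEK293 cells with stable M3R and inducible RGS4; also added: carbachol at ECmax as muscarinic agonist stimulus; schedule: dye loading 30 min 37 °C, buffer rest 30 min RT; technique: kinetic calcium fluorescence imaging with Fluo4-AM dye, 2 µM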
KCNQ1 pot = potentiators or activators of human KCNQ1 potassium channel; AID 2648; B-score at 10 µM; 310,000 tested, 0.35% active; CHO-K1 KCNQ1, thallium flux FluxOR fluorescence; hits give high values;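 active means fluorescence ratio B-score, a plate-corrected score, at least three library SD, with initial intensity B-score within 5 SD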
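assay system = CHO-K1 cells stably expressing KCNQ1 | medium = assay buffer, equal DMSO in all wells | timing = 37 °C overnight plating, 90-min dark dye load, 20-min compound pretreatment | measured by = kinetic FluxOR thallium fluorescence, 10-s 1-Hz baseline, 110-s post-stimulus read | measure = fluorescence change relative to baseline, converted to B score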
KCNQ1 block = human KCNQ1 channel inhibition | CHO-K1 KCNQ1, FluxOR thallium flux fluorescence; hits give high values | 310,000 tested, 1.3% active | B-score at 10 µM | AID 2642 | P51787;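 active means compounds whose thallium flux B-score, printed positive for inhibition, exceeds three library SD while starting fluorescence stays within three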;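 further: channel opened by potassium depolarization with thallium stimulus after 20 min compound exposure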
KCNK9 inh = blocks the human KCNK9 two-pore domain potassium channel | B-score at 10 µM | 310,000 tested, 1.2% active | Q9NPC2 | HEK293 KCNK9, FluxOR thallium flux fluorescence; hits give low values;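 active means ratio B-score over 3 SD below the library mean, with starting fluorescence within 5 SD of its mean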;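 further: negative B-score means less thallium flux so channel inhibition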
KCNK3 inh = human KCNK3 channel inhibition, primary screen; CHO-KCNK3 thallium flux, FluxOR fluorescence; hits give low values; 340,000 tested, 0.84% active; B-score at 10 µM; O14649;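 active means B-score under library mean minus 4 SD, starting fluorescence ratio at most library mean plus 5 SD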;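 further: more negative B-score means stronger inhibition of thallium flux through KCNK3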
TMEM16A inh = inhibitors of mouse TMEM16A calcium-activated chloride channel; Q8BHY3; HEK293 TMEM16A/YFP iodide influx fluorescence, ionomycin; normalized B-score (activity score, 25-100; higher = stronger inhibition) at 10 µM; 310,000 tested, 1.2% active;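 active means ratio plate-corrected score three or more library SD toward inhibition, starting fluorescence score within five deviations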;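 further: score derived from kinetic fluorescence span divided by baseline fluorescence per well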
Target sequence (Q8BHY3 whole entry, looked up): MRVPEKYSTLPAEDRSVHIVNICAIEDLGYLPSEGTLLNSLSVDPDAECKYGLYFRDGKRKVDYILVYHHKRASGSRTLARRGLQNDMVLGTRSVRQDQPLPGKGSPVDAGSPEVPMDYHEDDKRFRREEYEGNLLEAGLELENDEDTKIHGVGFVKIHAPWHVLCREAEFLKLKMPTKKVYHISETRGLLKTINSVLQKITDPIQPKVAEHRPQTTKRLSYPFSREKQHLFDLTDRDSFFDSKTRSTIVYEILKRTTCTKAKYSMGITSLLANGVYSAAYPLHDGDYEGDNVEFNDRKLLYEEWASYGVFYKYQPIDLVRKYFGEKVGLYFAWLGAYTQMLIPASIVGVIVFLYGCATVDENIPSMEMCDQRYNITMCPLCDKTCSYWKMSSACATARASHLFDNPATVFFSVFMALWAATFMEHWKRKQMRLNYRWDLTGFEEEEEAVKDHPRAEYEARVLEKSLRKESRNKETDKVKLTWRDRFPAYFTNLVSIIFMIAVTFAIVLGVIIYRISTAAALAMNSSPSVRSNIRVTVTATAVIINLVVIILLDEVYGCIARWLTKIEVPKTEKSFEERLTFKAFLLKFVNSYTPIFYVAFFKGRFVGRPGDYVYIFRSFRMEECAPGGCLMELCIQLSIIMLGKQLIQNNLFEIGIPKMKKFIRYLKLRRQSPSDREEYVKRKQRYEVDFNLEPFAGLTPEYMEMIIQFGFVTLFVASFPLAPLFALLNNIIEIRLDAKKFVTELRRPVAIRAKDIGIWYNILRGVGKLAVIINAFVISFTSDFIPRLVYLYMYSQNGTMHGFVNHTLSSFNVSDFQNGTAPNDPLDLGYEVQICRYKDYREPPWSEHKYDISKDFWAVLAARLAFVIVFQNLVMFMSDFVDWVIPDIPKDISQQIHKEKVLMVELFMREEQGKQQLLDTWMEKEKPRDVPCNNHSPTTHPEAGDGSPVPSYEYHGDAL
hERG protect = shields human hERG channel from block by proarrhythmic agents | Q12809 | 310,000 tested, 0.51% active | AID 1511 | activation (rescue from dofetilide block), less the hit threshold, % at 10 µM | CHO-hERG, FluxOR thallium flux, dofetilide IC70 present;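 active means activation above the mean of controls blocked by dofetilide plus 5 SD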;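 further: thallium influx through hERG after potassium depolarization seen as dye fluorescence rise; in these data hits start at about 4.7%; inactives centre near -7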
ANO1 activ = activators or potentiators of mouse TMEM16A chloride channel. Q8BHY3. HEK293 TMEM16A/YFP-H148Q/I152L, iodide quench fluorescence; hits give low values. B-score at 10 µM. 340,000 tested, 0.3% active;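 active means fluorescence-ratio B-score plate-corrected deviation score at least 3 library SD below zero, with starting fluorescence score within 5 deviations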;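 further: channel opened by trigger with iodide after compound preincubation; score built on the fluorescence ratio of max minus min over baseline; more negative score means more quench and so TMEM16A activation or potentiation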
An asterisk follows results filed as active; i = inactive; ? = inconclusive; . = no result given.

The opening two entries (preview)
Below each SMILES: HDAC3 inh | SKKanGAS inh | RGS4 block | RGS4 pot | KCNQ1 pot | KCNQ1 block | KCNK9 inh | KCNK3 inh | TMEM16A inh | hERG protect | ANO1 activ
O=C(C1CCN(S(=O)(=O)N2CCC3(CC2)OCCO3)CC1)N1CCOCC1
  6 | 5 | i | i | i | i | i | i | i | -8 | i
CN(C)/C=N/c1nc(-c2ccc3ccccc3c2)cs1
  9 | -13 | i | i | i | i | i | i | i | -7 | i

The list itself (from the top)
Below each SMILES: HDAC3 inh | SKKanGAS inh | RGS4 block | RGS4 pot | KCNQ1 pot | KCNQ1 block | KCNK9 inh | KCNK3 inh | TMEM16A inh | hERG protect | ANO1 activ
O=C(C1CCN(S(=O)(=O)N2CCC3(CC2)OCCO3)CC1)N1CCOCC1
  6 | 5 | i | i | i | i | i | i | i | -8 | i
CN(C)/C=N/c1nc(-c2ccc3ccccc3c2)cs1
  9 | -13 | i | i | i | i | i | i | i | -7 | i
Cc1ccc(C(=O)COc2ccccc2-c2ccccc2)cc1
  9 | -30 | i | i | i | i | i | i | i | -18 | i
CN1CCN(Cc2cc(COCc3ccccc3)c3cccnc3c2O)CC1
  4 | 3 | i | i | i | i | i | i | i | -16 | i
Fc1ccc(NC(=S)NC2CCN(Cc3ccccc3)CC2)cc1
  4 | 1 | i | i | i | i | i | i | i | -12 | i
Cc1cc([N+](=O)[O-])ccc1NC(=O)CN1CCN(Cc2ccccc2)CC1
  2 | -1 | i | i | i | i | i | i | i | -6 | i
CCOC(=O)c1cc(NC(=O)c2cccnc2)ccc1N1CCOCC1
  1 | -1 | i | i | i | i | i | i | i | -18 | i
Cc1ccc(C(=O)Cc2ccccc2)o1
  5 | 4 | i | i | i | i | i | i | i | 0 | i
O=C1Nc2cc(Cl)c(Cl)cc2N(O)N1c1ccc(Cl)c(Cl)c1
  1 | -2 | i | i | i | i | i | i | i | -8 | i
CCOc1cc(NS(=O)(=O)c2ccccc2)c(OCC)cc1NC(=O)c1ccco1
  5 | 4 | i | i | i | i | i | i | i | -13 | i
COC(=O)C(C)Sc1ncnc2c1c(-c1ccccc1)cn2-c1ccc(OC)cc1 (stereo not given)
  2 | 21 | i | i | i | i | i | i | i | -3 | i
CCOc1ccc(NS(=O)(=O)c2ccc(C(=O)N3CCN(C(C)=O)CC3)cc2)cc1
  3 | -1 | i | i | i | i | i | i | i | -7 | i
COc1ccc(CNC(=O)C(C)n2ccc3cc(S(=O)(=O)N4CCCCCC4)ccc32)cc1 (stereo not given)
  0 | 9 | i | i | i | i | i | i | i | -9 | i
COCCn1c(SCC(=O)N2CC(=O)Nc3ccccc32)nnc1-c1ccoc1C
  7 | -3 | i | i | i | i | i | i | i | -11 | i
CCn1c(SCC(=O)N/N=C/c2ccccc2OCC(=O)O)nnc1-c1ccc(OC)cc1
  6 | -7 | i | i | i | i | i | i | i | -9 | i
N/C(=N\OC(=O)COc1ccc2ccccc2c1)c1ccccn1
  . | 1 | i | i | i | i | i | i | i | -10 | i
O=S(=O)(Nc1ccc(-c2ccc(N3CCOCC3)nn2)cc1)c1ccc(Cl)c(Cl)c1
  . | 26 | i | i | i | i | i | i | 25* | -7 | i
CCn1c(COc2ccc(=O)n(-c3ccccc3)n2)nnc1SCc1cccc(OC)c1
  -4 | 5 | i | i | i | i | i | i | i | -19 | i
CNC(=O)c1cc(S(=O)(=O)Nc2ccc(C)cc2C)ccc1C
  -12 | -4 | i | i | i | i | i | i | i | -3 | i
CCOc1ccc(NC(=O)NN2C(C)CCCC2C)cc1 (stereo not given)
  7 | 1 | i | i | i | i | i | i | i | -3 | i
CC(=O)N1CCc2cc(S(=O)(=O)NC(CC(C)C)C(=O)Nc3cc(C)ccn3)ccc21 (stereo not given)
  0 | 3 | i | i | i | i | i | i | i | -6 | i
O=C1/C(=C/c2ccccc2Cl)SC(=S)N1CCC(=O)N1CCCCC1CCO (stereo not given)
  1 | 11 | i | i | i | i | i | i | i | -16 | i
O=C(c1cccc(N2CCNC2=O)c1)N1CCCC(Nc2cccc(F)c2)C1 (stereo not given)
  1 | 5 | i | i | i | i | i | i | i | -11 | i
CCOc1ccccc1CN1CCC(Oc2ccc(C(=O)NCc3ccccn3)cc2)CC1
  . | -5 | i | i | i | i | i | i | . | -12 | i
CC(C)Cc1nnc(NC(=O)CSc2ncn[nH]2)s1
  -10 | -9 | i | i | i | i | i | i | i | -10 | i
COc1ccc(NC(=O)Nc2c[nH]c(=O)[nH]c2=O)cc1
  -1 | 2 | i | i | i | i | i | i | i | -5 | i
Cc1cccc(N2CCN(C(=O)Cn3nc(C)n4cccc4c3=O)CC2C)c1 (stereo not given)
  . | -5 | i | i | i | i | i | i | i | -5 | i
CCCC(=O)C1=C(N(C)c2ccccc2)CC(C)(C)C(C(=O)OC)C1=O (stereo not given)
  -4 | 1 | i | i | i | i | i | i | i | -4 | i
COc1cc(/C=N/n2nnnc2N)ccc1O
  -1 | -3 | i | i | i | i | i | i | i | -5 | i
Cc1cc(C)n(-c2nc(NCCO)c3c4c(sc3n2)CCCC4)n1
  -8 | -4 | i | i | i | i | i | i | i | -12 | i
CC(=O)N[C@H]1[C@H](OCc2ccccc2F)O[C@H](COC(C)=O)[C@@H](OC(C)=O)[C@@H]1OC(C)=O
  2 | 0 | i | i | i | i | i | i | i | -12 | i
CC(=O)N1CCN(CC(=O)c2ccc(Br)cc2)CC1
  . | 2 | i | i | i | i | i | i | i | -4 | i
NC(=O)c1ccc(NC(=O)C2CCCC2)cc1
  -10 | -2 | i | i | i | i | i | i | i | -5 | i
CC(=O)Nc1ccc(N(C)S(C)(=O)=O)cc1
  5 | 5 | i | i | i | i | i | i | i | -5 | i
CCc1ccc(C(=O)NN=C2CCCCCC2)s1
  9 | 0 | i | i | i | i | i | i | i | -12 | i
COc1cccc(NC(=O)NCCc2ccc(Cl)cc2)c1
  ? | -3 | i | i | i | i | i | i | i | -7 | i
O=C(/C=C/c1c(Cl)cccc1Cl)N1CCOCC1
  -2 | 5 | i | i | i | i | i | i | i | -7 | i
O=C(Nc1cc(Cl)cc(Cl)c1)c1cccnc1
  -6 | -2 | i | i | i | i | i | i | i | -2 | i
C/C(=C\C(=O)c1cccnc1)Nc1ccc(O)cc1
  2 | -1 | i | i | i | i | i | i | i | -5 | i
O=C(c1cc2ccccc2c(=O)o1)N1CCCc2ccccc21
  2 | 5 | i | i | i | i | i | i | i | -4 | i
O=[N+]([O-])c1ccccc1S(=O)(=O)N1CCN(Cc2ccsc2)CC1
  -6 | 6 | i | i | i | i | i | i | i | -3 | i
Cc1ccc(-c2nnc3ccc(SC(C)C(=O)O)nn23)cc1 (stereo not given)
  10 | -7 | i | i | i | i | i | i | i | -8 | i
CCCCNC(=O)C1CCN(Cc2ccccn2)CC1
  3 | -9 | i | i | i | i | i | i | i | -16 | i
CCOC(=O)C1(Nc2nccs2)Sc2ccccc2NC1=O (stereo not given)
  0 | -19 | i | i | i | i | i | i | i | -10 | i
Cc1c(O)ccc(C(=O)CN2CCN(c3ccccc3F)CC2)c1O
  3 | -2 | i | i | i | i | i | i | i | -7 | i
COc1ccc(/C=N\NC(=O)c2cc3c(ccc4ccccc43)o2)cc1O
  4 | . | i | -7.2* | i | i | i | i | i | -28 | i
Cc1ccc(CC2CC(=O)N(C(Cc3ccccc3)C(=O)O)C2=O)cc1 (stereo not given)
  -2 | 1 | i | i | i | i | i | i | i | -8 | i
CCN(CC)Cc1ccccn1
  -3 | -4 | i | i | i | i | i | i | i | -6 | i
Cc1ccc(Nc2nc(N)nc(CN3CCN(Cc4ccc5c(c4)OCO5)CC3)n2)cc1C
  . | 10 | i | i | i | i | i | i | . | 0 | i
O=C(Nc1ccccc1N1CCOCC1)c1cccc(NS(=O)(=O)c2ccc(F)c(F)c2)c1
  4 | 11 | i | i | i | i | i | -8.7* | i | -10 | i
CCCOc1ccc(C(=O)N2CCN(Cc3ccc4c(c3)OCO4)CC2)cc1
  5 | -1 | i | i | i | i | i | i | i | -10 | i
CCc1cc2cccc(C)c2nc1SCC(=O)NNC(=O)c1ccco1
  6 | -8 | i | i | i | i | i | i | i | -13 | i
CCN(CC)C(=O)C1CCCN(Cc2nc(-c3cnccn3)no2)C1 (stereo not given)
  7 | 12 | i | i | i | i | i | i | i | -12 | i
O=C(CCS(=O)(=O)c1ccc(Br)s1)N1CCc2ccccc21
  0 | -8 | i | i | i | i | i | i | i | -11 | i
Cc1ccc(N(C(C)C(=O)Nc2ccc3c(c2)OCO3)S(C)(=O)=O)cc1 (stereo not given)
  2 | 1 | i | i | i | i | i | i | i | -12 | i
O=C(NC(=S)NCc1nc2ccccc2[nH]1)c1ccccc1F
  2 | 0 | i | i | i | i | i | i | i | -13 | i
CCOC(=O)c1ccc(CS(=O)c2ccc(Cl)cc2)o1 (stereo not given)
  3 | -4 | i | i | i | i | i | i | i | -7 | i
CCn1cc(C(=O)N(C)c2ccc(OC)cc2)c2cc(OC)c(OC)cc2c1=O
  15 | 1 | i | i | i | i | i | i | i | -4 | i
CC1CCc2c(C(=O)Nc3ccc(N4CCOCC4)cc3)csc2C1 (stereo not given)
  . | -6 | i | i | i | i | i | i | i | -9 | i
O=C(NCC(=O)N1CCc2ccccc2C1)c1ccc(Cl)cc1Cl
  -3 | -6 | i | i | i | i | i | i | i | -3 | .

Additional records.
Below each SMILES: HDAC3 inh | SKKanGAS inh | RGS4 block | RGS4 pot | KCNQ1 pot | KCNQ1 block | KCNK9 inh | KCNK3 inh | TMEM16A inh | hERG protect | ANO1 activ
COc1ccc(N2C(=O)CC(SCC(=O)O)C2=O)cc1 (stereo not given)
  -8 | -2 | i | i | i | i | i | i | i | -9 | i
O=C1CN(C(=O)CSc2nnc(C3CC3)n2-c2ccccc2)c2ccccc2N1
  -7 | 3 | i | i | i | i | i | i | i | 4 | i
CCOC(=O)CSc1nc2c(sc3ccc([N+](=O)[O-])cc32)c(=O)n1Cc1ccco1
  1 | -1 | i | i | i | i | i | i | i | -14 | i
Cc1ccc(/C=N/NC(=O)C2CCN(Cc3ccc(F)cc3Cl)CC2)o1
  9 | -1 | i | i | i | i | i | i | i | 3 | i
O=C(Nc1cccnc1)c1cccc(S(=O)(=O)N2CCc3ccccc32)c1
  8 | -9 | i | i | i | i | i | i | i | -5 | i
CCOc1cc(C(N)=O)cc(Cl)c1OCc1ccccc1
  0 | -4 | i | i | i | i | i | i | i | -14 | i

Screening results (PubChem BioAssay)
